From PubChem
IEC-6 tox – IEC-6 cytotoxicity, counter-screen for KLF5 inhibitors; luminescence viability; inhibition, % at 5 µM; 290,000 tested, 0.78% active; in the data active = inhibition above about 22%;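 also: 0% = plate median of test compound wells and 100% = cytotoxic reference compound wells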
AI-2 QS mod – modulators of Vibrio harveyi AI-2 quorum sensing system | Vibrio harveyi JMH597 AI-2 luminescence/OD600 ratio, 9 h; hits give low values; strain lacks LuxN and CqsS sensors; 0 = neutral-control median | activity change, % at 7.5 µM | 300,000 tested, 0.4% active; in the data active = activity change below about -75%, passing the limit was not always enough; inconclusive = no clear call, values can overlap the other calls;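 also: luminescence divided by OD600 gain over 9 h not by final OD600 alone; inactives centre near 13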
HSP90 refold inh – blocks HSP90-mediated luciferase refolding in reticulocyte lysate; 290,000 tested, 0.91% active; inhibition, % at 5.6 µM; Rabbit reticulocyte lysate, luciferase refolding luminescence, 3 h;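 active = inhibition above the screen-wide mean plus 3 SD, computed separately per campaign, cut at about 16% in these data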;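 also: 0% = DMSO wells and 100% = 60 µM geldanamycin wells; inhibitors lower the luminescence because luciferase stays unfolded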
HSF1 activator – increases HSF-1 driven luciferase reporter signal. AID 504408. activation, % at 9 µM. 300,000 tested, 1.7% active. NIH3T3-HGL HSF-1 luciferase reporter, MG132, 8 h; 100% = twice DMSO control signal;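 active = mean replicate activation of at least 50% with a set share of replicates each reaching 50%; inconclusive = only one of those two conditions met; inactive = mean below 50% and too few replicates reaching it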;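 also: 0% = median of the neutral control wells and 100% = twice that signal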
GSK3beta inhib – inhibitors of human GSK3beta kinase; P49841; GST-GSK3beta kinase, ADP-Glo luminescence, 60 min; hits give low values; activity score (negative = inhibition), % at 10 µM; 300,000 tested, 0.038% active; AID 2097;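 active = more than half of replicate wells score below -50%, meaning over 50% inhibition versus plate controls; inconclusive = some replicates but at most half score below -50%; inactive = no replicate scores below -50%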;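 also: 0% = median DMSO wells and -100% = median GW8510 positive control wells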
Target sequence (P49841 whole entry, looked up): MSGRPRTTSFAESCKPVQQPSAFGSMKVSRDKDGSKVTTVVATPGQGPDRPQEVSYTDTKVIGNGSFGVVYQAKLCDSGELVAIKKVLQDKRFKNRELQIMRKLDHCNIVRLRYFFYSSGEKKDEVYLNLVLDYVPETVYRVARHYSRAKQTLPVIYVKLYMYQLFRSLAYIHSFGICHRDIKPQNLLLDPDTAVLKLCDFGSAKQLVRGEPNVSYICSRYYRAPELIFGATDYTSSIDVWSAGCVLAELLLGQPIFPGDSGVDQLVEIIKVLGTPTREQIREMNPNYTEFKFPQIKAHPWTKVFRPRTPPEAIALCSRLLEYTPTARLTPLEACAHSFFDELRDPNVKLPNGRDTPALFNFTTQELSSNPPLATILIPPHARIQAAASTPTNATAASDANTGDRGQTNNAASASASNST
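Test system: GST-fused GSK3beta enzyme, cell-free | Quantity: 1.6 ng GST-GSK3beta enzyme per well | Reagent: 25 µM ATP with peptide substrate | Schedule: 60 min enzyme reaction, room temperature | Signal: Luminescent ADP-Glo measurement of ADP formed | Read-out basis: Score relative to plate controls | Control set: DMSO and 20 µM GW8510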
KLF5 inhibitor – suppresses KLF5 promoter-driven expression | DLD-1 KLF5 promoter-luciferase reporter, luminescence | inhibition, % at 5 µM | 290,000 tested, 0.23% active | AID 1700;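 active = inhibition above a per-plate limit of that plate's mean compound inhibition plus 3 SD, cut at about 60% in these data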;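 also: 0% = DMSO wells and 100% = LY294002 at 200 µM; higher means less KLF5 promoter-driven luciferase light; inactives centre near -14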
PolyA inh – yeast polyadenylation inhibition | S. cerevisiae SKY197-pL101 polyadenylation reporter, beta-gal luminescence; efflux-impaired pdr1/pdr3 knockout yeast; score 100 = 6 SD above DMSO | calls only at 12 µM | 300,000 tested, 0.02% active | AID 1875;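 active = lowest replicate activity score at least 50, where 100 means six control SD above control mean; inconclusive = lowest score under 50 but half or more replicates reach 50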;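 also: yeast exposed to compound for 9 h at 30 °C; higher score means more reporter readthrough which indicates perturbed polyadenylation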
GSK3A inh – inhibitors of human GSK-3 alpha kinase | P49840 | ADP-Glo luminescence, 60 min | inhibition, % at 10 µM | 320,000 tested, 0.1% active;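 in the data active = inhibition above about 50%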;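 also: GST-tagged GSK-3 alpha with peptide substrate and 25 µM ATP; 0% = DMSO neutral wells and 100% = GW8510 positive control wells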
Target sequence (P49840 whole entry, looked up): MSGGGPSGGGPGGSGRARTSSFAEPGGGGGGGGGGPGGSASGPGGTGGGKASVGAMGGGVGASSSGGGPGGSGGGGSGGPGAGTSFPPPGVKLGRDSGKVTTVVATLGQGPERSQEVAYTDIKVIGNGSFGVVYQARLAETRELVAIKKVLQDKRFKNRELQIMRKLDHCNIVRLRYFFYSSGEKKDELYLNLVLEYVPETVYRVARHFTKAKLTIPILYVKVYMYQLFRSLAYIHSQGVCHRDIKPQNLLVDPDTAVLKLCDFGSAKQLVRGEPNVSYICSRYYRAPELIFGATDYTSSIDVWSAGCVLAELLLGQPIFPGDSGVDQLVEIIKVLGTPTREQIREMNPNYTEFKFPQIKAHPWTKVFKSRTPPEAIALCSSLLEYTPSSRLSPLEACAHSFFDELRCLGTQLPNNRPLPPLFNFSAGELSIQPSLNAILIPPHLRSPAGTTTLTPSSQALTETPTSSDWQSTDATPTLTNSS
aSyn 5UTR inh – 5' untranslated region of α-synuclein, MLPCN primary screen; alpha-synuclein 5'UTR reporter, inhibitor activity; inhibition, % (tested at 7.5 µM); 300,000 tested, 0.82% active; AID 1813; in the data active = inhibition above about 60%; inconclusive = no clear call, values can overlap the other calls;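 also: H4 neuroglioblastoma cells stably carrying SNCA 5'UTR luciferase fusion; 0% = DMSO wells and 100% = positive control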
HSF1 inhib – HSF1 inhibition; NIH3T3-HGL HSE-luciferase, MG132-induced, luminescence 8 h; hits give low values; activity change, negative = inhibition, % at 7.5 µM (by protocol); 300,000 tested, 0.77% active; AID 2098;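 active = more than half of replicate wells show activity change below -50%, luminescence cut by over half; inconclusive = some wells, but at most half, below -50%; inactive = no replicate well below -50%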;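 also: luciferase reports HSF-1 transcriptional activity via heat shock element; 0% = median of DMSO wells and -100% = zero luminescence signal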
Active calls of the source: *; i = inactive; u = inconclusive; x = no result given. These rows are one share of the data, so the mix of outcomes need not match the whole.

Results follow in this order: IEC-6 tox	AI-2 QS mod	HSP90 refold inh	HSF1 activator	GSK3beta inhib	KLF5 inhibitor	PolyA inh	GSK3A inh	aSyn 5UTR inh	HSF1 inhib
#1 COc1ccc(CCC(=O)NNC(=O)Nc2cccc(Cl)c2)cc1
 : 0	14	-1	35	-1	-42	i	-2	4	1
#2 O=c1c2c(nc3cc(-c4cccc(Cl)c4)[nH]n13)CCCC2
 : -1	29	4	-23	1	-150	i	1	u	-13
#3 CCN1C(=O)N[C@@H](c2cccs2)C(C(C)=O)=C1C
 : x	33	x	2	-2	x	i	-2	1	-3
#4 Cc1ccccc1N1C(=O)C(Cl)=C(N2CCCCCC2)C1=O
 : -4	11	0	-1	-1	4	x	-1	3	-7
#5 COc1ccccc1/C=C(\NC(=O)c1ccc(OC)c(OC)c1)C(=O)Nc1ccc([N+](=O)[O-])cc1
 : -2	14	1	7	1	-2	i	0	11	0
#6 Cn1nc(-c2ccc(Cl)cc2)nc2c(=O)n(C)c(=O)nc1-2
 : 98*	-77*	95*	-94	-28	91*	i	13	110*	-95*
#7 CCOc1ccccc1OCC(=O)OCC(=O)c1c(C)[nH]c2ccccc12
 : x	14	x	-5	2	x	x	-2	8	-2
#8 Cc1cc2nnc(SCC(=O)NCC3CCCO3)n2c2ccccc12 (stereo unspecified)
 : 3	5	2	5	5	16	i	1	-3	11
#9 COc1ccc(C2NC(C(=O)O)CS2)cc1COCC(F)(F)F (stereo unspecified)
 : 3	14	0	3	-10	-18	i	x	-22	-3
#10 CCC(CC)c1nnc(NC(=O)/C=C/c2ccco2)s1
 : -2	15	2	4	2	-36	i	-3	-153	12
#11 C=CCc1cccc2cc(C(=O)O)c(=O)oc12
 : -1	33	2	-1	1	2	i	2	1	1
#12 CCOc1ccc(N(C(C)C(=O)N2CCCCCC2)S(C)(=O)=O)cc1 (stereo unspecified)
 : -6	16	0	23	3	-25	i	-2	-2	-1
#13 Cc1cccc(C)c1NC(=O)CSCC(=O)c1ccc(O)c(O)c1
 : 8	14	-5	1	-6	16	i	x	-2	-1
#14 Cc1ccc(-n2nc(C)c3onc(C)c3c2=O)cc1
 : -4	7	-3	1	4	-14	i	-1	5	6
#15 COc1ccc(CCNc2oc(-c3ccccc3OC)nc2C#N)cc1
 : 0	-14	-1	95*	2	-21	i	0	-12	55

Results follow in this order: IEC-6 tox	AI-2 QS mod	HSP90 refold inh	HSF1 activator	GSK3beta inhib	KLF5 inhibitor	PolyA inh	GSK3A inh	aSyn 5UTR inh	HSF1 inhib
#16 CCCNc1nc(C)cc(-c2cc(C(=O)NCc3ccccc3)on2)n1
 : x	-1	x	-9	-1	x	i	0	-3	-4
#17 O=C(N=Nc1c(O)[nH]c2ccc(Br)cc12)c1ccccc1-n1cccc1
 : 55*	9	2	x	1	42	i	0	x	x
#18 COc1ccc(-c2n[nH]c(=S)n2CC(C)C)cc1
 : 2	5	5	-1	6	-18	i	5	-13	2
#19 COc1ccc(S(=O)(=O)N2CCCC(C(=O)Nc3ccc4c(c3)OCCO4)C2)cc1 (stereo unspecified)
 : 13	10	4	12	-5	8	i	-1	-11	-3
#20 Cc1cc(C)c(OCC(=O)OCC(=O)NCCC2=CCCCC2)c(C)c1
 : x	4	x	6	3	x	i	-2	0	-3
#21 CCOC(=O)c1c(CSc2ccccc2)n(C)c2ccc(O)cc12
 : 1	21	-6	19	1	-11	i	-1	14	10
#22 COc1ccccc1NC(=O)CN(Cc1ccccc1)S(C)(=O)=O
 : 3	19	-1	-4	1	-10	i	1	-18	-5
#23 O=C(Nc1nc2ccccc2[nH]1)c1ccccc1
 : 13	6	17*	32	1	-36	i	4	54	-1
#24 COc1ccc(CCN(C)C(=O)c2cc(-c3ccc(C)cc3)nc3ccccc23)cc1OC
 : 4	33	-2	0	7	1	i	4	4	2
#25 Cc1ccc(C)c(S(=O)(=O)N2CCCCC2CCNC(=O)C(=O)NCc2ccccc2)c1 (stereo unspecified)
 : x	14	x	6	1	x	i	x	12	1
#26 CC1(C)CC(=O)C(C=NCCCN2CCOCC2)=C(O)C1
 : -6	-8	2	2	0	-15	i	1	0	0
#27 Cc1c(C(=O)NCCC2=CCCCC2)oc2ccc(S(=O)(=O)N3CCC4(CC3)OCCO4)cc12
 : -3	30	3	12	-1	14	i	-3	4	4
#28 CCCCC(=O)Nc1nnc(SCC(=O)NCC2CCCO2)s1 (stereo unspecified)
 : x	21	x	-7	3	x	i	0	-1	-2
#29 COc1ccc(S(=O)(=O)N2CCCC2CNC(=O)C(=O)NCc2ccc(C)cc2)cc1 (stereo unspecified)
 : x	7	x	-5	-3	x	i	0	17	-7
#30 COCCNC(=O)NC1(C(F)(F)F)Oc2ccc(Cl)cc2O1 (stereo unspecified)
 : 11	-9	8	10	1	-32	i	0	-59	26

Results follow in this order: IEC-6 tox	AI-2 QS mod	HSP90 refold inh	HSF1 activator	GSK3beta inhib	KLF5 inhibitor	PolyA inh	GSK3A inh	aSyn 5UTR inh	HSF1 inhib
#31 CCCN(CCC)S(=O)(=O)c1ccc(NS(C)(=O)=O)cc1
 : 10	-8	5	13	2	-9	i	-2	-5	-4
#32 O=[N+]([O-])c1cccnc1Sc1ccccc1Cl
 : x	24	x	-3	0	x	i	-5	31	-1
#33 CC(=O)Oc1ccc(C(=O)Nc2cccc(C(=O)Nc3ccccc3C(=O)O)c2)cc1
 : -8	16	-4	-2	-3	-41	i	3	-8	-4
#34 O=C(CSCc1ccccc1F)NCc1ccc(F)cc1
 : 3	0	-4	39	0	-40	i	0	-31	6
#35 Cc1ccc(CNc2cnccn2)cc1
 : 2	-7	1	4	3	9	i	-2	-10	0
#36 CCN1C(=O)N/C(=C/c2cc(C)n(Cc3ccccc3)c2C)C1=O
 : 7	13	-5	30	1	-21	i	3	-63	9
#37 CCOc1ccc(C(C(=O)NCCC(C)C)N(CCO)C(=O)c2snc(C(N)=O)c2N)cc1 (stereo unspecified)
 : -3	5	-2	6	-1	-36	i	1	17	-3
#38 CC(C)Oc1ccc(C(CC(=O)NCc2ccco2)c2ccccc2)cc1 (stereo unspecified)
 : -2	12	-2	x	-2	-22	i	-2	x	x
#39 Cc1cc(C)c(S(=O)(=O)NCc2cn3c(C)csc3n2)c(C)c1
 : 2	15	-2	6	2	-2	i	-2	-3	-1
#40 C#CCNC(=O)C1=C[C@H](c2csc3ccccc23)C[C@H](OCCCCO)O1
 : 2	22	-1	3	1	-7	i	-2	14	0
#41 COc1ccc(CN2CCNC(=O)C2CC(=O)NC2CCCC2)c(OC)c1 (stereo unspecified)
 : -4	13	-5	-1	0	-35	i	-2	3	2
#42 Cc1cc(-c2ccc(S(=O)(=O)N3CCN(c4cccc(C)c4C)CC3)s2)on1
 : 0	8	5	18	-3	-12	i	-1	6	-7
#43 CC(=O)Nc1ccc(S(=O)(=O)N2CCN(Cc3cccs3)CC2)cc1
 : 5	47	7	-2	0	12	i	-2	-14	-7
#44 O=C(N/N=C/c1cc(Cl)ccc1O)c1ccc(Br)cc1
 : 11	x	1	x	x	19	x	0	x	x
#45 O=C(NCc1cccnc1)C1CC(=O)N(c2ccc(F)cc2)C1 (stereo unspecified)
 : 2	14	11	3	2	-41	i	1	17	4

Results follow in this order: IEC-6 tox	AI-2 QS mod	HSP90 refold inh	HSF1 activator	GSK3beta inhib	KLF5 inhibitor	PolyA inh	GSK3A inh	aSyn 5UTR inh	HSF1 inhib
#46 O=C(CSc1nnc(-c2ccccc2)c2ccccc12)NCC1CCCO1 (stereo unspecified)
 : -2	5	-1	4	11	-2	i	-1	-8	6
#47 CC1(C)CC(=O)C(CCCN2C(=O)c3ccccc3C2=O)C(=O)C1
 : 2	24	-1	12	3	-13	i	-2	-15	-3
#48 Cc1ccc(C2=NO[C@@](CC(=O)O)(C(=O)Nc3ccc4c(c3)OCCO4)C2)cc1
 : 3	-6	3	26	3	-22	i	-6	-45	0
#49 COc1cc(F)ccc1S(=O)(=O)n1c(C)nc2ccccc21
 : 3	8	-4	-1	-3	-10	i	-1	15	-2
#50 CC(=O)NC(C)c1nc2ccccc2n1C(C)C (stereo unspecified)
 : 4	21	-4	4	5	-12	i	-1	21	-5
#51 CS(=O)(=O)N1c2cccc3cccc(c23)S1(=O)=O
 : -6	1	6	-11	1	-11	i	-1	8	-12
#52 Cn1c(=O)oc2cc(S(=O)(=O)N3CCN(c4ccccn4)CC3)ccc21
 : 2	20	-1	-11	2	6	i	0	-8	2
#53 Cc1ccccc1C(=O)Nc1cccc(C#N)c1
 : -5	5	1	1	-1	-24	i	0	-11	-1
#54 Cc1ccc(NC(=O)CC(O)(C(F)(F)F)C(F)(F)F)cc1
 : -1	15	-6	-1	4	-33	i	-2	22	-7
#55 N#C/C(C(N)=O)=C1/CCCN1Cc1ccccc1
 : x	16	x	19	-3	x	i	-1	-11	-1
#56 O=C(O)c1ccccc1C(=O)NNc1ccc(Cl)cc1
 : 1	23	-2	-17	0	8	i	-2	-40	-3
#57 COc1ccc2nc3oc(C(=O)N4CCN(c5cccc(Cl)c5)CC4)cc3cc2c1
 : -3	28	-2	13	3	-14	i	1	-6	10
#58 COc1ccccc1/C=N/NS(=O)(=O)c1ccccc1
 : -1	26	-5	14	-1	-49	i	-1	10	-3
#59 Cc1ccc2c(C(=O)CN3CCC4(CC3)OCCO4)c(C)[nH]c2c1
 : -2	x	-5	x	x	-12	x	-1	x	x
#60 O=c1[nH]n2cc(-n3cc([N+](=O)[O-])cn3)cnc2c1Br
 : -3	3	1	8	0	-23	i	-3	5	4

Results follow in this order: IEC-6 tox	AI-2 QS mod	HSP90 refold inh	HSF1 activator	GSK3beta inhib	KLF5 inhibitor	PolyA inh	GSK3A inh	aSyn 5UTR inh	HSF1 inhib
#61 Cc1ccc2nc(-c3ccc(NC(=O)CNC4CC4)cc3)sc2c1
 : -1	7	-5	9	2	-230	i	x	15	5
#62 CN1CCc2ccccc2C1C1CCNCC1 (stereo unspecified)
 : 1	16	1	-6	0	-16	i	2	7	-7
#63 COc1ccc(C2=CC(=O)OC3(CCCC3)O2)cc1
 : 8	25	5	8	0	-44	x	-1	11	1
#64 COC(=O)c1c[nH]n2c(=O)cc(C)nc12
 : 1	16	-1	19	-2	-4	i	-2	-3	-6
#65 CCOC(=O)C1=C(N)N2C(=O)C(C)SC2=C(C(=O)OC)C1c1ccccc1OC (stereo unspecified)
 : -3	x	0	x	x	-39	x	1	x	x
